# Compound activity deposited in PubChem by Sanford-Burnham Center for Chemical Genomics.
# SENP6 block: blocks the human protease SENP6 | Q9GZR1 | Recombinant SENP6 catalytic domain, aminoluciferin luminescence | inhibition, % at 10 µM | 330,000 compounds, 1.8% hits | AID 2599;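 active = inhibition above about 50% at the single tested dose, limit read from the data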;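 note: plate controls were DMSO wells with enzyme for no effect and DMSO wells lacking enzyme for full effect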
# Target sequence (Q9GZR1 628-1112 limits assumed): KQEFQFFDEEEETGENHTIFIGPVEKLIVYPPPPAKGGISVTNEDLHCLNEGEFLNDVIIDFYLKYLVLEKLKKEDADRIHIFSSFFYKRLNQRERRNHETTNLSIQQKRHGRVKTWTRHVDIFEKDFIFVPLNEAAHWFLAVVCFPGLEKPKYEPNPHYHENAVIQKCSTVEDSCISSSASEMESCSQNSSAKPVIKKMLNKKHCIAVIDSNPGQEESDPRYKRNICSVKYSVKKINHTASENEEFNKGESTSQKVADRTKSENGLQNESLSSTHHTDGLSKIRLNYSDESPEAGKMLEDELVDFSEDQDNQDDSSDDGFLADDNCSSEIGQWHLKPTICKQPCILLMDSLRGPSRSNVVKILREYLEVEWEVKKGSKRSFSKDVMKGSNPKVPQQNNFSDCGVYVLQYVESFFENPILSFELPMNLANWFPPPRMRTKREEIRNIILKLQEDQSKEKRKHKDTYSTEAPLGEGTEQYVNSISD
# NR3A LBD binder: modulates the human NR3A ligand-binding domain. Tm shift relative to glycine control, % at 25 µM. 340,000 compounds, 2.5% hits. NR3A LBD differential scanning fluorimetry, Tm shift; 0% = protein alone, 100% = glycine-bound protein;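 active = melting temperature shift of at least 10% of the positive control shift, at one fixed dose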
# hIAP activ: increases human intestinal alkaline phosphatase activity; P09923; purified human IAP, CDP-Star luminescence, 30 min; hits give high values; 1 = vehicle-only enzyme, 0 = enzyme-free background; activation factor at 10 µM; 330,000 compounds, 0.16% hits;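 active = activation factor of the enzyme at least 2-fold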; note: the source names both 10 and 20 µM as test concentration; values of inactives mirror those of a sister screen read the other way
# SENP1 FRET inh: inhibitors of human SENP1 SUMO protease catalytic domain. Q9P0U3. recombinant SENP1 catalytic domain, CyPet-SUMO1-YPet FRET cleavage. inhibition, % at 10 µM. 360,000 compounds, 0.21% hits;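 active = inhibition at least 30% at 10 µM, raw YFP signal under a set limit, fluorescence ratio 0.5 to 1.5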;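 note: 0% = enzyme with DMSO and 100% = no enzyme wells; some results filed as inactive read as strong as hits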
# Target sequence (Q9P0U3 419-644 limits assumed): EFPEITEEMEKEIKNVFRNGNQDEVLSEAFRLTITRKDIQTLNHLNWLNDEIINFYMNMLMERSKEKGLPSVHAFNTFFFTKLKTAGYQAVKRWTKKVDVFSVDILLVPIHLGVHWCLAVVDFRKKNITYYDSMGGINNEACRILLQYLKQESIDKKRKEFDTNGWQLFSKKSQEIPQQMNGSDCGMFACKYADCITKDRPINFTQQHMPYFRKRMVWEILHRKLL
#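 Test system: human SENP1 catalytic domain; medium: Tris pH 8 buffer plus EDTA, NaCl, BME, BSA, NP40, catalase; incubation: 50 min reaction at room temperature; technique: FRET, CFP and YFP emission; controls: no-enzyme low control and enzyme-plus-DMSO high control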
# PfGluPho inh: PfG6PD (Plasmodium falciparum) enzyme inhibition; PfGluPho enzyme, NADPH resazurin-diaphorase fluorescence; inhibition, % at 20 µM; 350,000 compounds, 0.78% hits; AID 504690;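 active = inhibition reaching at least a set limit at 20 µM in the primary screen, cut at about 59% in these data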;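 note: 0% = DMSO wells with substrate and 100% = DMSO wells lacking glucose-6-phosphate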
# ATG4B inh: inhibitors of human ATG4B cysteine protease; AID 504462; Q9Y4P1; 340,000 compounds, 0.51% hits; ATG4B cleavage of LC3-PLA2, NBD-HPC fluorescence, 1 h; inhibition, % at 8.33 µM; in the data active = inhibition above about 40%
# MPTP inh: blocks calcium-induced mitochondrial swelling | isolated mouse mitochondria, Ca2+ swelling absorbance, 30 min | inhibition, % at 10 µM | 360,000 compounds, 1.4% hits | AID 602449;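 active = inhibition of 50% or more, scaled per plate between neutral and stimulator controls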;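 note: 0% = DMSO wells given calcium and 100% = 1 mM EGTA wells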
# SENP8 block: blocks human SENP8 cleavage of Nedd8 substrate. Q96LD8. 360,000 compounds, 0.64% hits. recombinant SENP8, Nedd8 substrate fluorescence. inhibition, % at 20 µM; in the data active = inhibition mostly above about 40%, no sharp cut-off; inactive = mostly below about 27%
# Target sequence (Q96LD8 whole entry, looked up): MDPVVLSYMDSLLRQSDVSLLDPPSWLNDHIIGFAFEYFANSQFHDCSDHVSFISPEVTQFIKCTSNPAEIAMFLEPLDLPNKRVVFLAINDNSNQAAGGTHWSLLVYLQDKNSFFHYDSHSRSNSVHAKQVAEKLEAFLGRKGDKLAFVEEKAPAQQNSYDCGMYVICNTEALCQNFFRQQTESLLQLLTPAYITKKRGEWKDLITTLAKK
# * hit, by the source's call; i = inactive; x = no result given.
# Results follow in this order: SENP6 block	NR3A LBD binder	hIAP activ	SENP1 FRET inh	PfGluPho inh	ATG4B inh	MPTP inh	SENP8 block
> O=C(c1cc(COc2ccc(F)cc2Cl)on1)N1C[C@H]2CC[C@H]1C2
 : -5	2	0.98	-3	-2	6	-0.2	-2
> CC(C)C1C(=O)N(Cc2cn(CCC3OCCO3)nn2)CCS(=O)(=O)N1Cc1ccc(-c2ccc(Cl)cc2)cc1 (stereo not given)
 : x	x	x	-1	13	x	-0.2	-2
> CCOc1ccc(N(CC(=O)N2CCOCC2)S(=O)(=O)c2ccc(F)cc2)cc1
 : 7	0	0.94	1	0	-4	-1.3	3
> CC(C)CNC(=O)C1c2ccccc2Oc2ccccc21
 : -11	-2	1.2	0	-14	4	-0.7	10
> CCOC(=O)Nc1ccc2c(c1)N(C(=O)CCN1CCN(CCO)CC1)c1ccccc1CC2
 : 2	-6	0.96	-7	-9	-13	0.2	11
> Cc1ccn(S(=O)(=O)c2ccc(N3CCCC3=O)cc2)n1
 : -12	-5	0.97	1	-16	9	-0.4	10
> O=C(Nc1ccc2oc(-c3ccccc3F)nc2c1)c1cncc(Br)c1
 : -19	-2	1.1	-1	15	-9	0.7	-30
> Cc1ccc(S(=O)(=O)N2CCN(S(=O)(=O)c3ccc(C)cc3)C3OCCOC32)cc1 (stereo not given)
 : -3	-1	0.95	-1	-27	1	-0.2	10
> COc1cccc(-c2sc3ccc(OC)cc3c2C#CCCO)c1
 : -6	10	0.87	0	9	-6	0.6	-468
> Cc1ccc(-n2c(SCc3cn4ccsc4n3)nc3ccccc3c2=O)cc1
 : 11	0	1.2	2	5	74*	-0.4	25
> COc1cc(C(C)=O)ccc1O
 : 0	2	1.1	1	-5	-2	-1.6	7
> CCN(CC)C(=O)C1CCN(S(=O)(=O)c2ccc3c(c2)CCCN3C(=O)C2CCC2)CC1
 : -8	-2	0.97	2	-5	-3	0.8	8
> O=C(O)CC(CC(=O)Nc1nncs1)c1ccccc1 (stereo not given)
 : 3	0	0.82	-1	-1	-14	0.1	11
> Cc1cccc(/C=C/c2onc(C)c2S(=O)(=O)N2CCC(C(=O)N3CCC(C)CC3)CC2)c1
 : -3	4	0.94	-1	-6	25	0.5	-15
> Cc1ccc(S(=O)(=O)N2C[C@H]3N(C(=O)OC(C)C)N(C(=O)OC(C)C)C[C@H](OC(=O)Nc4cccs4)[C@@]3(O)C2)cc1
 : x	x	x	1	55	x	13	-7
> O=C(N/N=C/c1ccc([N+](=O)[O-])o1)C1CC1
 : 20	-5	0.97	-17	-4	1	1.0	31
> COC(=O)c1c(C)[nH]c(C(=O)/C=C/c2ccccc2)c1C
 : -4	-8	0.95	-17	9	-8	1.2	-12
> Cc1cccc(C)c1NC(=O)CNC(=O)C(C)N1CCCCC1 (stereo not given)
 : -20	5	0.82	0	-14	-2	-0.3	23
> CC(=O)N1CCc2cc(NS(=O)(=O)c3cccs3)ccc21
 : 1	0	1.1	3	0	3	1.4	20
> O=S(=O)(Cc1ccccc1)NCCc1ccc(F)cc1
 : -10	-1	0.95	0	-18	-3	3.2	20
> CCOC(=O)CCCCNCc1ccccc1
 : 5	2	0.95	2	-4	6	12	23
> COc1ccc(/C=C/C(=O)OCC(=O)Nc2ccc(N3CCOCC3)cc2)cc1OC
 : 4	-1	1	1	0	-4	-0.3	-192
> C=CCOn1c(=O)c(-c2ccc(C)cc2)[n+]([O-])c2ccccc21
 : -1	-2	0.92	-2	-8	1	-0.9	-5
> Cc1ccc(NS(=O)(=O)c2ccc(Cl)s2)nc1
 : -10	0	1.1	-5	27	-8	-0.7	-116
> CCCN(CCC)S(=O)(=O)c1ccc(C(=O)Nc2ccc(OCC(=O)N3CCOCC3)cc2)cc1
 : -19	3	0.97	-1	6	-15	0.8	20
> Cc1nn(C)c(=O)c(N)c1-c1cc(-c2ccc(Cl)c(Cl)c2)n[nH]1
 : -7	0	0.86	4	-5	1	48	24
> Cc1ccccc1-n1c(SC(C)C(N)=O)nnc1-c1cccnc1 (stereo not given)
 : -6	0	0.93	1	6	-8	0.7	10
> CC(=Nc1cccc(C)c1)c1sc2ccccc2c1O
 : 63*	2	0.96	-22	14	15	0.6	-73
> CC(C)OCCCNc1ncnc2c1[nH]c1ccccc12
 : -10	0	1.2	-12	10	9	24	-192
> Cc1nn(-c2ccccc2)c(N2CCCC2)c1/C=C1\N=C(c2ccccc2)OC1=O
 : 20	-1	0.95	6	-17	1	-2.2	6

# Quoted from the listing, 14 compounds:
# Results follow in this order: SENP6 block	NR3A LBD binder	hIAP activ	SENP1 FRET inh	PfGluPho inh	ATG4B inh	MPTP inh	SENP8 block
> COC(=O)c1c(C)[nH]c(C(=O)/C=C/c2ccccc2)c1C
 : -4	-8	0.95	-17	9	-8	1.2	-12
> Cc1cccc(C)c1NC(=O)CNC(=O)C(C)N1CCCCC1 (stereo not given)
 : -20	5	0.82	0	-14	-2	-0.3	23
> CC(=O)N1CCc2cc(NS(=O)(=O)c3cccs3)ccc21
 : 1	0	1.1	3	0	3	1.4	20
> O=S(=O)(Cc1ccccc1)NCCc1ccc(F)cc1
 : -10	-1	0.95	0	-18	-3	3.2	20
> CCOC(=O)CCCCNCc1ccccc1
 : 5	2	0.95	2	-4	6	12	23
> COc1ccc(/C=C/C(=O)OCC(=O)Nc2ccc(N3CCOCC3)cc2)cc1OC
 : 4	-1	1	1	0	-4	-0.3	-192
> C=CCOn1c(=O)c(-c2ccc(C)cc2)[n+]([O-])c2ccccc21
 : -1	-2	0.92	-2	-8	1	-0.9	-5
> Cc1ccc(NS(=O)(=O)c2ccc(Cl)s2)nc1
 : -10	0	1.1	-5	27	-8	-0.7	-116
> CCCN(CCC)S(=O)(=O)c1ccc(C(=O)Nc2ccc(OCC(=O)N3CCOCC3)cc2)cc1
 : -19	3	0.97	-1	6	-15	0.8	20
> Cc1nn(C)c(=O)c(N)c1-c1cc(-c2ccc(Cl)c(Cl)c2)n[nH]1
 : -7	0	0.86	4	-5	1	48	24
> Cc1ccccc1-n1c(SC(C)C(N)=O)nnc1-c1cccnc1 (stereo not given)
 : -6	0	0.93	1	6	-8	0.7	10
> CC(=Nc1cccc(C)c1)c1sc2ccccc2c1O
 : 63*	2	0.96	-22	14	15	0.6	-73
> CC(C)OCCCNc1ncnc2c1[nH]c1ccccc12
 : -10	0	1.2	-12	10	9	24	-192
> Cc1nn(-c2ccccc2)c(N2CCCC2)c1/C=C1\N=C(c2ccccc2)OC1=O
 : 20	-1	0.95	6	-17	1	-2.2	6

# The results go on:
# Results follow in this order: SENP6 block	NR3A LBD binder	hIAP activ	SENP1 FRET inh	PfGluPho inh	ATG4B inh	MPTP inh	SENP8 block
> COC(=O)c1ccc(NC(=S)NC2CC3CCC2C3)cc1 (stereo not given)
 : -1	-1	1.1	0	6	-9	101*	12
> CCC1CCCCN1CCCNC(=O)Cn1cc2c(n1)-c1c(oc(C(=O)N3CCCC3)c1C)CC2 (stereo not given)
 : -10	-1	1.3	-19	-13	1	1.3	-93
> Cc1ccc(OCc2cc(C(=O)NCc3cc(F)ccc3C)no2)cn1
 : -2	2	0.97	-3	-2	50*	-0.4	2
> C[C@H](CO)N1C[C@H](C)[C@@H](CN(C)C(=O)Nc2ccccc2F)OCc2cnnn2CCCC1=O
 : x	x	x	1	2	x	1.3	1
> COc1ccc(CNC(=O)Cn2nc(C)c3c(C)n(-c4ccc(C)cc4)nc3c2=O)cc1OC
 : -13	-4	1.1	-2	-12	-1	-0.4	16
> COc1ccc(/C=C(/NC(=O)c2cccc([N+](=O)[O-])c2)C(=O)O)cc1
 : 0	1	1.1	0	-10	7	1.6	-3
> Cc1ccc(S(=O)(=O)Nc2cccc(C(=O)NCC(c3ccco3)N(C)C)c2)cc1F (stereo not given)
 : -6	1	0.84	-8	-6	3	1.4	-31
> Cc1ccccc1N(CC(=O)NCCSC1CCCCC1)S(=O)(=O)c1ccccc1
 : 6	-8	0.79	1	15	-3	11	31
> CCCN(CC(=O)Nc1ccccc1OC)C(=O)CSc1nc(C)cc(C)n1
 : -9	1	1.1	3	4	-7	-0.4	10
> COCCn1c(=O)[nH]c2cc(C(=O)N3CCN(c4ccccc4F)CC3)ccc2c1=O
 : -32	0	1	7	-5	-7	0.4	9
> O=C(NCCc1ccc(Cl)cc1)C1(c2ccccc2)CC1
 : -8	0	1	-2	9	-8	-0.4	6
> Cc1cc2oc(C(=O)Nc3cccnc3)c(C)c2cc1C
 : 8	2	0.94	1	4	0	-0.3	6
> Cc1ccc(C(=O)N2CCN(c3ccc(NC(=O)c4cccnc4Cl)cc3)CC2)cc1
 : -2	1	1	1	5	-8	1.0	12
> CC(C)=CC1C(C(=O)NCCOc2ccccc2)C1(C)C (stereo not given)
 : -5	0	1.2	-1	5	-1	-0.9	12
> Cc1cc(S(=O)(=O)NC(C)C)ccc1OCC(=O)NCc1ccccc1
 : -13	-5	1.2	1	-10	-1	0.2	11
> ON=C(CCc1ccccc1)c1ccccc1
 : x	0	x	2	13	-5	0.1	23
> O=C1CCC(C(=O)O)N1 (stereo not given)
 : -16	-1	0.94	2	2	-7	-0.1	52*
> CCOC(=O)c1[nH]c2ccc(OC)cc2c1NC(=O)CN1CCSCC1
 : 6	1	1	-1	2	-14	-0.2	i
> COc1ccc(/C=C2\CCC(C3CCCC3)C2=O)c(OC)c1 (stereo not given)
 : -12	3	0.89	-1	6	6	0.5	18
> Cn1c(=O)c2ccccc2n2c(CCl)nnc12
 : -29	4	1	1	-16	6	-1.3	11
> O=C(Nc1nnc(-c2cccs2)o1)c1cccc(C(F)(F)F)c1
 : 8	-9	1.1	3	-17	17	-24	2
> COC(=O)c1ccc(C(=O)Nc2ccc3nc(-c4cccnc4)[nH]c3c2)cc1
 : 19	4	0.91	1	22	0	-1.0	9
> COc1cccc(/C=N/NC(=O)CC(=O)NCCc2ccc(OC)c(OC)c2)c1
 : 0	0	1	3	-6	-15	0.2	3
> CN(NC(=O)c1ccccc1)c1ncc(C(F)(F)F)cc1Cl
 : -10	1	0.94	2	2	3	0.9	18
> COc1cccc(C2C(C(=O)c3cccs3)=C(O)C(=O)N2CCN2CCOCC2)c1OC (stereo not given)
 : -3	-1	0.87	-1	6	-3	0.9	20
> CC1(C)CCCN(C(=O)c2coc(=O)c(Br)c2)C1
 : x	1	x	9	-11	2	1.3	-260
> CC1CCN(CC(=O)NNC(=O)c2cccc(Br)c2)CC1
 : -4	-2	1.7	3	-25	7	0.1	5
> O=C(Nc1ccc(N2CCOCC2)cc1)C1CCCN(S(=O)(=O)c2ccccc2)C1 (stereo not given)
 : -20	1	1.1	1	-9	-9	0.7	19
> O=C(O)/C=C\C(=O)NC1CCCCC1
 : -26	0	1.5	0	6	-11	-0.7	5
> CCOC(=O)c1ccc(NC(=O)C2CCC(CNc3c(N4CCOCC4)c(=O)c3=O)CC2)cc1 (stereo not given)
 : 9	-3	1.1	2	2	-2	0.2	33
> O=C(COc1ccc2c3c(c(=O)oc2c1)CCCC3)NCc1ccncc1
 : -17	0	1.1	1	-4	4	-1.8	-253
> CC(=O)c1cc(C#N)c(Oc2cccc(C(F)(F)F)c2)nc1C
 : 9	2	0.99	2	5	-1	-0.5	13
> CCCCCC1CC(=O)NC1(C(=O)OCC)C(=O)OCC (stereo not given)
 : x	0	x	0	4	-2	0.6	-3
> COc1ccccc1N(CC(=O)Nc1cccc(C(F)(F)F)c1)S(C)(=O)=O
 : -20	0	1.1	2	9	-7	0.5	14
> COc1nc(OC)nc(N2CCC(C(=O)NCC3CCCCC3)CC2)n1
 : -14	0	1.1	2	-19	-8	-0.5	12
> Cc1csc(NC(=O)CCNC(=O)c2ccc([N+](=O)[O-])cc2)n1
 : 11	-9	1	-1	-8	-2	0.0	10
